Screening results from PubChem BioAssay.
FEN1 inh: qHTS Assay for the Inhibitors of Human Flap endonuclease 1 (FEN1); P39748; Recombinant FEN1 flap cleavage, fluorescence, 15 min; Potency, µM (titrated, usually from 114 µM), for the others: at the top dose activity change, negative = inhibition, usual class: inhibitors; 390,000 compounds, 0.35% hits; also: nearly all actives have a fitted effect of over 65% in size
Target sequence (P39748 whole entry, looked up): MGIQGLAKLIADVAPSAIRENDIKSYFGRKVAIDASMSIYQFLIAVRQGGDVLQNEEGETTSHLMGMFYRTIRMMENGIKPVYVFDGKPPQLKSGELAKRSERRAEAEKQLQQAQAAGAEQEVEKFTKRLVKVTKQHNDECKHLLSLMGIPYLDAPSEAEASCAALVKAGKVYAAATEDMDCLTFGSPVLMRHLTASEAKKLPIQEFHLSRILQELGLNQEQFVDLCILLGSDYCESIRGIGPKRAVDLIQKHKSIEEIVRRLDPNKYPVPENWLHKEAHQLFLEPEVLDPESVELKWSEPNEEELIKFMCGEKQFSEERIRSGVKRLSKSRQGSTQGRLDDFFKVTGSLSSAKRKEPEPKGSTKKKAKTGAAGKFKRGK
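Read-out was taken twice, immediately and after 15 min, following addition of 50 nM substrate to 10 nM FEN1 that had sat with test compound for 15 min at room temperature. Curves came from a four-parameter Hill model.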
N370S GC: qHTS Assay for Inhibitors and Activators of N370S glucocerebrosidase as a Potential Chaperone Treatment of Gaucher Disease; Lysosomal acid glucosylceramidase (Homo sapiens), P04062; N370S GC spleen homogenate, 4MU-glucoside fluorescence; Potency, µM (top dose mostly 59.4 µM), without a hit: at the highest dose activity change, negative = inhibition, hits mostly inhibitors; 330,000 compounds, 0.092% hits;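 also: 0% = full enzyme activity and -100% = no enzyme basal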
TDP1 inh: qHTS Assay for Inhibitors of Tyrosyl-DNA Phosphodiesterase (TDP1); Tyrosyl-DNA phosphodiesterase 1 (Homo sapiens), Q9NUW8; recombinant TDP1, AlphaScreen DNA substrate cleavage; Potency, µM (highest dose often 130 µM), for the others: at the top dose activity change, negative = inhibition, most hits filed as inhibitors; 350,000 compounds, 0.28% hits; AID 485290, 2010; also: nearly all actives have a fitted effect of over 40% in size
Target sequence (Q9NUW8 whole entry, looked up): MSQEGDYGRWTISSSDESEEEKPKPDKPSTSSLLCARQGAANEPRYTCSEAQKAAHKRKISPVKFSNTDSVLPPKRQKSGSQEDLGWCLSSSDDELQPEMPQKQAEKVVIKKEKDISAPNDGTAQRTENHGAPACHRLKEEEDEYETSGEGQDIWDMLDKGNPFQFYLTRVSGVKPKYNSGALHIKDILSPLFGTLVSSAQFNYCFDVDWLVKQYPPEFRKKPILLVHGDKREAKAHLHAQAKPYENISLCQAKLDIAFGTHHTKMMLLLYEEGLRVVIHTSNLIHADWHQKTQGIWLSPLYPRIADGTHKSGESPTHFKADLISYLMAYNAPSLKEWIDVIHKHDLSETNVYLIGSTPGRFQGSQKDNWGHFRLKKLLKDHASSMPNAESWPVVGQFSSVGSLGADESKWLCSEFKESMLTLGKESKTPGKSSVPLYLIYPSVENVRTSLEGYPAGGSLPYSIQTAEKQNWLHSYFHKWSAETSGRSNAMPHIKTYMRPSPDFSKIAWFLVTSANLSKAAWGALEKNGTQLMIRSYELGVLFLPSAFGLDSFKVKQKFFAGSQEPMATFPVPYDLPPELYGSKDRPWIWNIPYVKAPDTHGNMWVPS
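Compounds were preincubated with Tdp1 (1 nM final) for 15 min at room temperature before substrate (15 nM final) started a 5 min reaction; beads (10 ug/ml final) were then added for 10 min before AlphaScreen detection.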
Active calls of the source: *; ? = inconclusive; . = no result given; & = joins results of further samples. Calls follow the shape of the dose curve; as a rule, active = well fitted curve in the direction sought with a large enough effect; inconclusive = small, poorly fitted or top-dose-only effect, or another doubt; inactive = no such curve, though single readings can be large; an effect the other way counts as inactive or inconclusive. Unless noted, % is scaled to controls: 0 for no effect and ±100 for the full control effect; potency is read from the fitted curve at half-maximal effect.

Start of the listing, in advance (23 entries):
canonical_smiles,TDP1 inh,FEN1 inh,N370S GC
CCNC(=S)Nc1cc(C)ccn1,8%,-2%,30%
COc1ccc(C2c3[nH]c4ccccc4c3CCN2C(=O)c2cc3ncccn3n2)c(F)c1 (stereo unspecified),10%,4%,-8%
CCOC(=O)c1[nH]c(C)c(C(=O)NCCc2ccccc2)c1C,9%,-1%,.
Cc1c(C(=O)Oc2ccc(Cl)cc2)n(C)oc1=O,-3%,-4%,6%
COc1ccccc1N1CCN(C(=O)CCC(=O)N2CCN(c3ccc(F)cc3)CC2)CC1,.,-3%,-1%
Cc1cc(S(=O)(=O)N2CCCCC2)ccc1OCC(=O)N1CCOCC1,3%,2%,-4%
COc1cccc(CN2CCN(Cc3c(C)nn(C(C)C)c3C)CC2CCO)c1 (stereo unspecified),-10%,24%,-4%
COC(=O)c1ccc(NS(=O)(=O)c2cccc3cccnc23)cc1,5%,8%,-4%
CN(Cc1ccccc1)C(=O)COC(=O)c1cc(Cl)nc(Cl)c1,0%,-2%,-7%
Cc1ccc(Nc2nc3ccccc3s2)cc1,3%,-13%,19%
COc1cc2[nH]c(=S)nc(NCCc3ccc(C)cc3)c2cc1OC,1%,-1%,-13%
CCS(=O)(=O)NCC(c1ccco1)N1CCN(c2ccc(OC)cc2)CC1 (stereo unspecified),5%,16%,.
Cc1ccc(-c2noc(CCC(=O)NCCc3ccccc3Cl)n2)cc1,0%,-2%,2%
Cc1csc(SCC(=O)Nc2sc3c(c2C#N)CCC3)n1,-7%,0%,4%
Cc1ccccc1NS(=O)(=O)c1ccc(C(=O)NN2CCCCC2)cc1,6%,10%,-1%
Cc1nnc2n1N=CC=C(c1ccccc1)S2,6%,5%,4%
COCCCNC(=O)c1ccc(NC(=O)N2CCCCc3ccccc32)cc1,3%,-4%,.
COc1ccc(-c2nn(-c3ccccc3)cc2/C=C2/SC(=S)N(CCC(=O)O)C2=O)cc1,.,79µM*,-13%
O=C(CSc1nncs1)Nc1ccc2c(c1)OCO2,0%,-14%,-13%
C[C@]12C=CC(=O)C=C1CCC1C2C(=O)C[C@]2(C)C1CC[C@]2(O)C(=O)CO (stereo partly specified),3%,.,-22%
c1csc(-c2nn3c(-c4ccncc4)nnc3s2)c1,1%,.,9%
CC(=O)N1CCc2cc(S(=O)(=O)Nc3ccc(C)cc3)ccc21,.,3%,-10%
CC1CC(C)CN(C(=O)C(C)N2CCN(S(=O)(=O)c3ccccc3F)CC2)C1 (stereo unspecified),1%,-5%,.

The whole of this part, previewed entries included:
canonical_smiles,TDP1 inh,FEN1 inh,N370S GC
CCNC(=S)Nc1cc(C)ccn1,8%,-2%,30%
COc1ccc(C2c3[nH]c4ccccc4c3CCN2C(=O)c2cc3ncccn3n2)c(F)c1 (stereo unspecified),10%,4%,-8%
CCOC(=O)c1[nH]c(C)c(C(=O)NCCc2ccccc2)c1C,9%,-1%,.
Cc1c(C(=O)Oc2ccc(Cl)cc2)n(C)oc1=O,-3%,-4%,6%
COc1ccccc1N1CCN(C(=O)CCC(=O)N2CCN(c3ccc(F)cc3)CC2)CC1,.,-3%,-1%
Cc1cc(S(=O)(=O)N2CCCCC2)ccc1OCC(=O)N1CCOCC1,3%,2%,-4%
COc1cccc(CN2CCN(Cc3c(C)nn(C(C)C)c3C)CC2CCO)c1 (stereo unspecified),-10%,24%,-4%
COC(=O)c1ccc(NS(=O)(=O)c2cccc3cccnc23)cc1,5%,8%,-4%
CN(Cc1ccccc1)C(=O)COC(=O)c1cc(Cl)nc(Cl)c1,0%,-2%,-7%
Cc1ccc(Nc2nc3ccccc3s2)cc1,3%,-13%,19%
COc1cc2[nH]c(=S)nc(NCCc3ccc(C)cc3)c2cc1OC,1%,-1%,-13%
CCS(=O)(=O)NCC(c1ccco1)N1CCN(c2ccc(OC)cc2)CC1 (stereo unspecified),5%,16%,.
Cc1ccc(-c2noc(CCC(=O)NCCc3ccccc3Cl)n2)cc1,0%,-2%,2%
Cc1csc(SCC(=O)Nc2sc3c(c2C#N)CCC3)n1,-7%,0%,4%
Cc1ccccc1NS(=O)(=O)c1ccc(C(=O)NN2CCCCC2)cc1,6%,10%,-1%
Cc1nnc2n1N=CC=C(c1ccccc1)S2,6%,5%,4%
COCCCNC(=O)c1ccc(NC(=O)N2CCCCc3ccccc32)cc1,3%,-4%,.
COc1ccc(-c2nn(-c3ccccc3)cc2/C=C2/SC(=S)N(CCC(=O)O)C2=O)cc1,.,79µM*,-13%
O=C(CSc1nncs1)Nc1ccc2c(c1)OCO2,0%,-14%,-13%
C[C@]12C=CC(=O)C=C1CCC1C2C(=O)C[C@]2(C)C1CC[C@]2(O)C(=O)CO (stereo partly specified),3%,.,-22%
c1csc(-c2nn3c(-c4ccncc4)nnc3s2)c1,1%,.,9%
CC(=O)N1CCc2cc(S(=O)(=O)Nc3ccc(C)cc3)ccc21,.,3%,-10%
CC1CC(C)CN(C(=O)C(C)N2CCN(S(=O)(=O)c3ccccc3F)CC2)C1 (stereo unspecified),1%,-5%,.
CCC1=C(OC(=O)N(CC)CC)N2C(=O)OC(=NCCc3c[nH]c4ccccc34)[C@]2(Cc2ccccc2)[C@H]2C1=CC[C@H]1C(=O)N(c3ccccc3)C(=O)[C@H]12,0%&4%,11%,-6%&-2%
O=[N+]([O-])c1ccc(Cl)cc1NCCCN1CCOCC1,2%,-3%,-7%
COc1cccc(-n2c(SCC(=O)Nc3ccc(F)cc3F)nc3c([nH]c4ccccc43)c2=O)c1,7%,12%,.
O=C(Nc1ccc(F)cc1)N1CCCC(c2nc3c(nnn3Cc3ccccc3Cl)c(=O)[nH]2)C1 (stereo unspecified),0%,-18%,-3%
Cn1nnc2c(N3CCCCC3)ncnc21,-3%,8%,.
OCCNCC(O)Cn1ccc2ccccc21 (stereo unspecified),-2%,2%,-1%
O=C(CCCOc1ccc(Cl)cc1Cl)n1nnc2ccccc21,5%,6%,5%
COc1ccccc1NS(=O)(=O)c1cccc(C(=O)NNC(=O)c2ccc(O)c(Cl)c2)c1,1%,-10%,-24%
O=S(=O)(NC(=NC1CCCCC1)c1ccccc1)c1ccc(F)cc1,1%,-1%,1%
CN(C)S(=O)(=O)c1cccc(NC(=S)N/N=C/C(c2ccccc2)c2ccccc2)c1,-3%,-12%,-1%
O=C(c1cc(F)ccc1F)C1CCCN(C(=O)CCCN2CCCCC2=O)C1 (stereo unspecified),3%,-5%,2%
Cc1ccc2nc(CSc3nnc(Cc4cccs4)n3C3CCCCC3)cc(=O)n2c1,3%,-8%,8%
COCCn1c(CNC(=O)c2ccc(C)cc2)nc2cccnc21,8%,15%,.
O=C(O)CC(NC(=O)CCC1CCCCC1)c1cc([N+](=O)[O-])ccc1Cl (stereo unspecified),5%,3%,2%
COc1cc(OC)cc(C(=O)Nc2cccc(NC(=O)c3ccccc3)c2)c1,.,-9%,-18%
O=C(Cc1cccs1)N1CCN(S(=O)(=O)c2ccc(F)c(F)c2)CC1,1%,0%,.
COCCCn1c(=O)c2ccccc2n(Cc2ccccc2C)c1=O,3%,-5%,8%
CN(C)S(=O)(=O)c1cc(NC(=O)COC(=O)CC2CC3CCC2C3)ccc1Cl (stereo unspecified),-3%,?,.
O=C(/C=C/c1ccc(N2CCOCC2)cc1)c1ccccc1,-1%,-16%,-6%
CC(C)(C)OC(=O)NC(Cc1ccccc1)C(=O)O (stereo unspecified),0%,-12%,18%
CC(=O)c1sc(NC(=O)CSCc2c(C)noc2C)nc1-c1ccccc1,2%,3%,.
c1ccc(-n2nnnc2N2CCOCC2)cc1,6%,1%,-2%
CC[C@H](C)[C@@H](C(=O)NCCCCCCCCCCC(=O)N1CCNCC1)n1cc(CCCCN=C(N)N)nn1,7%,13%,-10%
CC12CC3CC(C)(C1)CC(C(=O)NCc1ccco1)(C3)C2,3%,-1%,1%
Oc1ccc(/C=N/Nc2ccc3ccccc3c2)c(O)c1,9%,-2%,2%
COc1ccccc1NC(=O)c1ccc(S(=O)(=O)N2CCCC(C)C2)cc1 (stereo unspecified),11%,-14%,2%
CCOc1ccc(NC(=O)CCc2nc3cccnc3n2-c2ccccc2)cc1,1%,6%,.
Cn1nc(C(=O)NCc2ccc(F)cc2)c2c1-c1ccccc1SC2,14%,-14%,.
CC1CCC(=O)N(CCC#N)CC1 (stereo unspecified),.,-5%&-5%,5%
COc1cccc(C(=O)NCC2OCCc3ccccc32)c1 (stereo unspecified),-2%,-13%,.
COCCCNC(NC(=O)c1ccc(C)cc1)C(Cl)(Cl)Cl (stereo unspecified),2%,9%,10%
CCCCC1(Cc2cccc([N+](=O)[O-])c2)C(=O)N(c2ccccc2)N(c2ccccc2)C1=O,1%,-4%,-11%
CC(C)Cc1nn2c(=O)cc(CSCC(=O)Nc3ccccc3F)nc2s1,3%,2%,5%
CCN(CC)C1=NC=CC(c2ccccc2)=CC1C (stereo unspecified),-5%,3%,-11%
COc1cc(NC(=S)NCc2ccc(S(N)(=O)=O)cc2)c(OC)cc1Cl,1%,-9%,-4%
CCOC(=O)Cc1csc(NC(=O)COC(=O)/C=C/c2ccc(OC)cc2)n1,-1%,11%,.
COc1ccc2cc(CN(CC3CCCO3)C(=S)Nc3ccccc3)c(=O)[nH]c2c1 (stereo unspecified),0%,-9%,-7%

More compounds
canonical_smiles,TDP1 inh,FEN1 inh,N370S GC
CSc1ncc(C(=O)Nc2ccc(Br)cn2)c(C)n1,.,-16%,1%
Cc1nc(NCCN2CCOCC2)c2nnn(Cc3ccccc3Cl)c2n1,-7%,4%,26%
O=C(NC(=S)Nc1ccc2c(c1)OCCO2)c1cccc2ccccc12,5%,-14%,-24%
Cc1ccccc1OCc1nnc(SCc2cc(=O)c3cccc(F)c3[nH]2)n1C,0%,-7%,.
O=C(/C=C/c1ccccc1)NC(=S)N1CCSCC1,9%,-3%,-21%
COC(=O)c1ccc(N2C(=O)C3CC(C)=C(C)CC3C2=O)cc1 (stereo unspecified),0%,2%,-3%
Cc1ccc(OCC(=O)N/N=C/c2ccncc2)cc1,4%,-4%,-3%
O=C(NC1CCCC1)c1ccc2c(=O)n(Cc3ccccc3)c(SCc3ccc([N+](=O)[O-])cc3)nc2c1,9%,-5%,.
COc1ccc(CCNS(=O)(=O)c2cnc(Cl)c(Br)c2)cc1OC,10%,5%,-2%
O=C(CNCc1cccs1)NC12CC3CC(CC(C3)C1)C2,-4%,-1%,-8%
CCOc1ccc(CCNC(=O)c2cccc(NC3=NC4CS(=O)(=O)CC4S3)c2)cc1OCC (stereo unspecified),.,-1%,1%
O=C(NCCSc1c[nH]c2ccccc12)c1ccc(Br)o1,0%,-22%,-1%
CCOc1ccc(S(=O)(=O)NCCC(=O)NC2CCCCC2)cc1,.,-5%,-11%
CCOC(=O)c1c(C)[nH]c(CCC(=O)NCc2ccc(CC)cc2)c1C,3%,-15%,.
CCCCN(C(=O)C1CCN(C(=O)c2ccccc2C)CC1)c1c(N)n(CCCC)c(=O)[nH]c1=O,-1%,1%,1%
O=C(/C=C/c1ccco1)N1CCCC(c2ccccc2)C1 (stereo unspecified),-4%,4%,0%
Cc1noc(NC(=O)c2ccccc2Cl)c1C#N,-3%,-8%,-11%
CN(CC(=O)Nc1ccccc1Br)C(=O)CCc1ccccc1,-15%,-3%,-8%
CCCN1C(=O)/C(=C/c2ccc3c(c2)OCO3)NC1=S,1%,-7%,8%
Cc1cc(OCC[N+]2(C)CCCCC2)nc2ccccc12,-2%,2%,.
